Screening data (PubChem BioAssay)
HT1080NT lethal: kills 2HG-producing HT-1080-NT fibrosarcoma cells. 1.6% of 360,000 active. HT-1080-NT fibrosarcoma viability, CellTiter-Glo ATP luminescence, 48 h. AID 686970. Potency, µM (doses to about 46.1 µM), inactives show at the top dose activity, negative = less viability, actives largely listed as cytotoxic;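 also: NT is the 2HG producing partner of a matched IDH1 knockdown line; potency is read from the fitted curve at half-maximal effect; 0% = DMSO-treated cells and -100% = media-only wells without cells; nearly all actives have a fitted effect of over 55% in size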
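Read-out is CellTiter-Glo luminescence after 10 minutes at room temperature, following 48 hours' compound treatment of HT-1080-NT cells (750 cells/well, RPMI, 5% FBS, 37 degrees C).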
KB-3-1 tox: KB-3-1 parental cell cytotoxicity; KB-3-1 viability, CellTiter-Glo ATP luminescence, 72 h; 1.4% of 400,000 active; AID 1347075; Potency, µM (top dose mostly 46.1 µM), for the others: top-dose activity change, negative = cytotoxic, hits mostly cytotoxic; also: potency is read from the fitted curve at half-maximal effect; % is scaled to controls: 0 for no effect and ±100 for the full control effect; nearly all actives have a fitted effect of over 60% in size
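Parental KB-3-1 adenocarcinoma cells in phenol-red-free DMEM with 10% FBS were pin-treated with compounds at several concentrations, incubated 72 h at 37 °C, and viability read by CellTiter-Glo luminescence; concentration-effect curves were fitted after normalization.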
KB-V1 cytotox: KB-V1 MDR subline cytotoxicity | KB-V1 MDR cells viability, CellTiter-Glo, 72 h | Potency, µM (series often up to 46.1 µM), inactives show at the highest dose activity change, negative = cytotoxicity, hits mostly cytotoxic | 3.4% of 400,000 active | AID 1347076; also: potency is read from the fitted curve at half-maximal effect; % is scaled to controls: 0 for no effect and ±100 for the full control effect; nearly all actives have a fitted effect of over 60% in size
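Cytotoxicity toward P-gp-expressing KB-V1 cells was determined as loss of CellTiter-Glo luminescence after 72 h at 37 degrees C. Compounds were tested in quantitative HTS format across a concentration range, with curves fitted to normalized data.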
SW480 rereplic: induces DNA re-replication in SW480 colon adenocarcinoma cells; Potency, µM (series often up to 46.1 µM), for the others: at the highest dose re-replication activation, actives largely listed as activators; 1.8% of 340,000 active; SW480 DNA re-replication, Hoechst DNA content imaging, 48 h; also: potency is read from the fitted curve at half-maximal effect; % of control where 0% means no effect; nearly all actives have a fitted effect of over 55% in size
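Image-based read-out: total Hoechst fluorescence of nuclei (405 nm excitation, 500-530 nm emission), with hits raising the fraction of high-intensity nuclei. SW480 colon cells incubated 48 hr with compounds at 37 C.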
IL-1B inflam inh: blocks inflammasome-driven IL-1 beta release | THP-1 LPS/ATP IL-1B secretion, AlphaLISA, 16 h; stronger effect = lower value | 4.7% of 360,000 active | activity change, % at 57.5 µM; in the data active = activity change below about -50%; inconclusive = mostly about -30% to -49%; also: % is scaled to controls: 0 for no effect and ±100 for the full control effect
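THP-1 cells pretreated 1 hr with compounds (up to 57.5 uM final), then stimulated with LPS (250 ng/mL final) plus ATP (1.25 mM final); secreted IL-1B measured by AlphaLISA after 16 hr, decreased signal indicating inhibition.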
HT1080 IDH1KD tx: HT-1080 IDH1 knockdown cell toxicity (counter line); 2% of 360,000 active; Potency, µM (highest dose often 46.1 µM), for the others: at the top dose activity, negative = toxicity, hits mostly cytotoxic; HT-1080 IDH1 knockdown viability, ATP luminescence, 48 h;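 also: potency is read from the fitted curve at half-maximal effect; 0% = DMSO wells and -100% = cell-free medium wells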
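Viability of IDH1-knockdown HT-1080 fibrosarcoma cells was assessed by CellTiter-Glo after 48 h at 37 °C with titrated compound; concentration-effect curves were classified by fit quality and response size.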
D3 ag: agonists of human D3 dopamine receptor | 0.58% of 410,000 active | D3R DiscoveRx beta-arrestin cells, luminescence, 90 min | AID 652048 | max activation, % | P35462; in the data active = max activation above about 30%; also: 0% is about no effect; mostly tested at two doses, the higher about 12 µM
Target sequence (P35462 whole entry, looked up): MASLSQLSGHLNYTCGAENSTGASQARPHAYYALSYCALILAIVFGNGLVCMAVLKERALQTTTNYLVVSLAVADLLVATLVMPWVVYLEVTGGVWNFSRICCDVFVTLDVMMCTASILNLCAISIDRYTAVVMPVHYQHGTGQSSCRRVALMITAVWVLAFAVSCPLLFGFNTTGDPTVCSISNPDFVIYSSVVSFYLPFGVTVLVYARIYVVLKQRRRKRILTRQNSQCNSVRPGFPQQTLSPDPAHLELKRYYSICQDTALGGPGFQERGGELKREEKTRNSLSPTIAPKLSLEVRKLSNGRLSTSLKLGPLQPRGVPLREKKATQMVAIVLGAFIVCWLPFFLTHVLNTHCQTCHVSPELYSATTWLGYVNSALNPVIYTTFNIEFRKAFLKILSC
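Agonist-mode cell screen: cells plated at 1500/well and incubated overnight at 37 °C, then exposed to library compounds for 90 min at 37 °C. Detection reagent was added for 30–60 min at room temperature, and luminescence was read.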
GLP1R ag: activates the human GLP-1 receptor. P43220. Potency, µM (top dose mostly 45.6 µM), inactives show at the top dose activation, usual class: activators. 0.007% of 380,000 active. AID 624172. HEK293 GLP-1R CRE-luciferase, luminescence, 4-6 h; cells express a hypersensitive GLP-1R form; also: potency is read from the fitted curve at half-maximal effect; % of control where 0% means no effect
Target sequence (P43220 whole entry, looked up): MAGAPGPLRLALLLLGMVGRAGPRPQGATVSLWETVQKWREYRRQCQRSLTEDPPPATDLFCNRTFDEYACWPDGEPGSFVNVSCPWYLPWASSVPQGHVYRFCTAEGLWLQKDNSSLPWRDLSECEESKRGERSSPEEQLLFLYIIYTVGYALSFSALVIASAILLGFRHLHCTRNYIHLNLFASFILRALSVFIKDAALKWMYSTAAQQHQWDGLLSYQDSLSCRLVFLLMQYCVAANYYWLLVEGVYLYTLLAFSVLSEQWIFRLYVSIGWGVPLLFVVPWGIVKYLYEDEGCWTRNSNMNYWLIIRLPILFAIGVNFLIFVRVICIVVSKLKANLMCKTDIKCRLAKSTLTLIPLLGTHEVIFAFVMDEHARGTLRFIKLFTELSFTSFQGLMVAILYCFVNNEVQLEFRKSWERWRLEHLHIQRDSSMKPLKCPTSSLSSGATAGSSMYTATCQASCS
DRD3 antagonist: D3 dopamine receptor (human) antagonism; P35462; D3R cells, DiscoveRx beta-arrestin luminescence, antagonist mode; stronger effect = lower value; max response, negative = inhibition, %; 2.5% of 360,000 active; AID 652054; in the data active = max response below about -50%; inconclusive = no clear call, values can overlap the other calls; also: % is scaled to controls: 0 for no effect and ±100 for the full control effect; mostly tested at two doses, the higher about 12 µM
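Cells plated overnight at 1500 cells/well, then exposed to library compounds with dopamine controls for 90 minutes at 37 degrees C. DiscoveRx reagent added for 30–60 minutes at room temperature; luminescence read, quantitative HTS format.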
The depositor's hits bear a star; ? = inconclusive; . = not tested or not shown; & = joins results of further samples; [ ] = another dose, or the depositor's remark. Unless noted, calls follow the shape of the dose curve; as a rule, active = well fitted curve in the direction sought with a large enough effect; inconclusive = small, poorly fitted or top-dose-only effect, or another doubt; inactive = no such curve, though single readings can be large; an effect the other way counts as inactive or inconclusive.

structure	HT1080NT lethal	KB-3-1 tox	KB-V1 cytotox	SW480 rereplic	IL-1B inflam inh	HT1080 IDH1KD tx	D3 ag	GLP1R ag	DRD3 antagonist
CCn1c(=N)n(CC(O)COc2ccc(C)cc2)c2ccccc21 (centres undefined)	?	-7%	-29%	?	.	?	2	10%	5
CCCCn1c(=O)c(CCC(=O)OCC(=O)NC(C)c2ccccc2)nc2ccccc21 (centres undefined)	3%	-1%	1%	-3%	2	6%	3	14%	-11
Cc1cccc(-c2nn(-c3ccccc3)cc2C(=O)N(C)CC(=O)Nc2ccc(N3CCOCC3)cc2)c1	-2%	?	-21%	-6%	7	2%	0	-3%	-6
CCN(CCO)c1nc(SC)nc2c1sc1nc(-c3ccco3)c3c(c12)CCC3	-6%	3%	-20%	1%	19	0%	8	0%	15
CC(C)c1nccn1S(=O)(=O)c1cc(Cl)ccc1Cl	29%	3%	?	0%	10	22%	1	-7%	52
COCCNC(=O)C(c1ccccc1)N(Cc1cccs1)C(=O)Cn1nnc2ccccc21 (centres undefined)	0%	15%	-32%	0%	45	4%	0	7%	8
Cc1cc(-c2nnc(-c3cccc(Cl)c3)o2)no1	5%	-6%	-5%	11%	34	18%	-15	6%	0
COC(=O)c1[nH]c2cccc(OC)c2c1NC(=O)CCN1CCN(c2ccccc2OC)CC1	-10%	2%	0%	-4%	-1	?	-46	-4%	-90*
Cn1c(NC2CCCCC2)cc(=O)n(C)c1=O	9%	-6%	0%	3%	5	8%	5	-6%	-12
COCCCOc1cc(NCc2ccccc2)c2ncn(C(C)C)c2c1	0%	0%	0%	-6%	-1	1%	-6	?	6

The final 2 records of the part before come first, to join the parts:
structure	HT1080NT lethal	KB-3-1 tox	KB-V1 cytotox	SW480 rereplic	IL-1B inflam inh	HT1080 IDH1KD tx	D3 ag	GLP1R ag	DRD3 antagonist
Cn1c(NC2CCCCC2)cc(=O)n(C)c1=O	9%	-6%	0%	3%	5	8%	5	-6%	-12
COCCCOc1cc(NCc2ccccc2)c2ncn(C(C)C)c2c1	0%	0%	0%	-6%	-1	1%	-6	?	6
Fc1ccccc1Cc1nnc2n1N=C(c1ccc(Cl)cc1)CS2	12%	5%	23%	-6%	4	11%	3	10%	7
Nc1oc2ccccc2c(=O)c1C=O	6%	3%	8%	-9%	6	7%	1	1%	17
Cc1ccc(Cl)c(OCC(=O)Nc2ccc3c(c2)OCCO3)c1	2%	-1%	?	-2%	4	6%	14	0%	-9
CC(=O)c1ccc(NC(=O)c2cc3sccc3n2Cc2ccc(Cl)cc2)cc1	.	13%	3%	.	.	.	-22	-1%	.
COc1ccc(OC)c(CNC(=O)Nc2cn(CC(C)C)c(=O)c3ccccc23)c1	.	0%	11%	.	.	.	-1	19%	.
O=C(Cc1cccs1)Nc1cccc(-c2nc3ccccc3[nH]2)c1	5%	13%	16µM*	-7%	4	1%	4	4%	5
Cc1cc(C)nc(SCC(=O)Nc2ncc3c(n2)CC(C)(C)CC3=O)n1	11%	1%	?	-15%	26	3%	10	-7%	20
Cc1c(Cl)cccc1NC(=O)COC(=O)C12CC3CC(CC(O)(C3)C1)C2	-4%[9.24 µM]	13%	?	-5%	11	2%	1	4%	-11
Cc1sc(NC(=O)/C=C/c2ccc3c(c2)OCO3)nc1-c1ccccc1	-10%	1.3µM*	2.9µM*	6%	-22	?	4	-27%	19
CC(C)(C)OC(=O)NCCCCCNC(=O)c1[nH]cnc1C(=O)Nc1cccc(Cl)c1	11%	?	?	?	-9	17%	3	2%	46

The results go on.
structure	HT1080NT lethal	KB-3-1 tox	KB-V1 cytotox	SW480 rereplic	IL-1B inflam inh	HT1080 IDH1KD tx	D3 ag	GLP1R ag	DRD3 antagonist
Cc1ccc(CC(=O)Nc2nccs2)cc1C	-4%	3%	3%	17%	-1	-8%	23	25%	21
COc1cccc(CNC(=O)CCS(=O)(=O)c2cccc3nonc23)c1	2%	0%	3%	-4%	-7	-11%	1	8%	-15
CCn1c(=S)[nH]c2cc(C(=O)OC)ccc2c1=O	1%	-3%	-10%	-2%	145	-2%	-2	6%	-1
CCOC(=O)C1=C(N)Oc2c(oc(CO)cc2=O)C1c1ccc(F)cc1 (centres undefined)	-1%	2%	5%	-7%	-3	11%	-4	-2%	-13
CN(C)CCCNC(=O)/C=C/c1ccc2c(c1)OCO2	7%	2%	4%	-3%	3	2%	7	-6%	11
COc1cc(C(C)=O)ccc1OCC(=O)NCC(c1ccc(F)cc1)N1CCOCC1 (centres undefined)	3%	1%	10%	1%	19	8%	1	26%	7
COc1ccccc1NC(=O)N(Cc1nnc2n1CCCCC2)c1ccc(F)cc1	.	0%	5%	.	.	.	5	-8%	.
Cc1ccc(C)c(OC(=O)c2cccc(S(=O)(=O)N3CCN(C)CC3)c2)c1	-22%	-4%	-18%	4%	2	-25%	-8	0%	0
CCc1ccc(N2CC(C(=O)NCCC3=CCCCC3)CC2=O)cc1 (centres undefined)	1%	0%	7%	-2%	18	1%	0	9%	-5
CSc1ncccc1C(=O)OC(C)C(=O)Nc1ccc2c(c1)OCCO2 (centres undefined)	-8%	-3%	1%	.	-2	-7%	-4	7%	-4

New compounds follow
structure	HT1080NT lethal	KB-3-1 tox	KB-V1 cytotox	SW480 rereplic	IL-1B inflam inh	HT1080 IDH1KD tx	D3 ag	GLP1R ag	DRD3 antagonist
Cc1ccc(C(=O)CC2(O)C(=O)N(Cc3ccc4c(c3)OCO4)c3ccccc32)cc1 (centres undefined)	-23%	1%	0%	11%	-11	-22%	6	12%	-7
NC(=O)c1nsc(C(=O)N(c2ccccc2)C(C(=O)NC2CCCC2)c2ccncc2)c1N (centres undefined)	-11%	-1%	6%	?	8	-14%	10	2%	5
CC(C)CNC(=S)N1CCC(c2nc(-c3ccc(F)cc3)no2)CC1	?	?	?	2%	-17	?	-2	1%	8
Cc1ccccc1CS(=O)(=O)c1cn(CC(=O)N2CCC(C)CC2)c2ccccc12	5%	2%	0%	-4%	0	10%	7	-1%	0
CCOC(=O)[C@@H]1[C@H]2COc3ccc(Br)cc3[C@@H]2N2C(=O)N(c3ccccc3)C(=O)[C@@]12C	-3%	-16%	-12%	7%	18	0%	-15	-2%	-8
O=C(COc1ccccc1Cl)Nc1nnc(S(=O)(=O)N2CCCCCC2)s1	-4%	-3%&-1%	6%&-1%	-3%	-21	-5%	-2&-16	-1%	-18
COC(=O)N/N=C/c1ccc(-c2cccc(Cl)c2)o1	6%	-6%	-15%	1%	-5	1%	-9	2%	4
CN1C[C@@H]2[C@@H]3C(=O)N(C)C(=O)[C@@H]3[C@](Cc3ccccc3)(C1=O)N2C(=O)c1ccc(F)cc1	0%	0%	-15%	-7%	-13	13%	-25	1%	-6
COc1ccc(Cl)cc1C(=O)NCC(C)C	8%	5%	-6%	-3%	-6	3%	6	0%	-5
CSCCC(C(=O)NC(C)(C)C)n1c(-c2ccccc2)nc2ccccc21 (centres undefined)	6%	-4%	-25%	.	15	2%	-10	.	-16

(list continues)
structure	HT1080NT lethal	KB-3-1 tox	KB-V1 cytotox	SW480 rereplic	IL-1B inflam inh	HT1080 IDH1KD tx	D3 ag	GLP1R ag	DRD3 antagonist
O=C(OCC(=O)N1CCOCC1)c1ccccc1OCc1ccccc1Cl	-7%	-1%	-7%	9%	-16	-10%	-3	18%	-4
CC(C)OP(=O)(c1ccc(N(C)C)cc1)C(O)c1ccc(C(C)C)cc1 (centres undefined)	12%	0%	-19%	-10%	-13	5%	1	-3%	1
O=C(Nc1ccccc1C(=O)NCc1cccnc1)c1ccccc1Cl	1%	3%	?	1%	11	2%	0	1%	-6
CCN1CCCC1CNC(=O)c1cc2c(C)nc3ccccc3c2o1 (centres undefined)	-1%	10%	?	-5%	.	-17%	-11	2%	?
O=C(c1ccco1)N1CCN(C(c2ccc(Cl)cc2)c2nnnn2CC2CCCO2)CC1 (centres undefined)	5%	-6%	-1%	0%	-17	19%	0	2%	14
COc1ccccc1N1CC(C(=O)Nc2ccc(S(=O)(=O)N3CCOCC3)cc2)CC1=O (centres undefined)	11%	8%	20%	-3%	9	6%	2	-5%	16
CCCc1nc2c(=O)n(C)c(=O)[nH]c2n1C	1%	-9%	-5%	12%	9	-3%	-5	-3%	18
CN(C)C1=NCCN1CCCC1CCCC1	8%	11%	6%	-25%	23	3%	4	0%	-14
CCC(C)[C@H](NC(=O)[C@H](Cc1ccccc1)n1c(=O)[nH]c2ccccc2c1=O)C(=O)N1CCC[C@@H]1C(=O)O (some centres undefined)	5%	0%	0%	-4%	25	4%	-1	1%	-8
CC1=CC(C)C2C(=O)N(O)C(=O)C2C1 (centres undefined)	9%	7%	13%	2%	-6	15%	-2	-3%	7

(list continues)
structure	HT1080NT lethal	KB-3-1 tox	KB-V1 cytotox	SW480 rereplic	IL-1B inflam inh	HT1080 IDH1KD tx	D3 ag	GLP1R ag	DRD3 antagonist
CCCCNC(=O)C1C(c2ccc(OC)cc2)=Nc2ccccc2N1C(=O)c1cccnc1 (centres undefined)	-5%	?	?	.	-21	-9%	-14	.	?
COc1ccccc1N1CCN(/N=C/c2cccc(OC)c2OC)CC1	21%	12%	2%	-8%	-5	11%	-1	14%	6
O=C(COC(=O)COc1ccc(Br)cc1)NCc1ccc2c(c1)OCO2	3%	22%	?	3%	16	13%	-8	0%	-6
CS(=O)(=O)N(CC(=O)NC1CCCCCC1)Cc1ccc(Cl)cc1	9%	0%	-20%	-4%	9	9%	-14	15%	-11
CCC(CC)c1nnc(NC(=O)c2ccco2)s1	-1%	6%	11%	13%	0	2%	1	-3%	-2
COc1ccc(CCNc2c([N+](=O)[O-])c(=O)oc3ccccc23)cc1OC	0%	19%	30%	-19%	16	1%	1	-5%	0
O=C1C2C3C=CC(C3=C(c3ccccc3)c3ccccc3)C2C(=O)N1Cc1ccccc1 (centres undefined)	-14%	?	23µM*	?	0	?	4	-27%	12
CCc1sc(C(=O)NCc2ccccc2)cc1C	-5%	-1%	0%	-14%	-21	-13%	1	9%	6
O=C(OCc1cc(=O)n2ccsc2n1)c1ccccc1O	17%	6%	3%	-2%	3	25%	0	0%	7
